# Screening results from PubChem.
# DNA FID counter – compounds displacing fluorescent DNA intercalator, primary screen, artefact control for HCV NS3 helicase inhibitor project, biochemical, FID fluorescence; DNA fluorescent intercalator displacement; inhibition, % at 7.9 µM; hit rate 0.17% among 290,000; in the data active means inhibition above about 37%;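 further: 0% = vehicle and 100% = reference compound; higher means more ethidium bromide displaced from hairpin DNA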
# MEKK2 WT-MEK5 – modulators of MEK5 binding to wildtype MEKK2, primary screen, biochemical, multiplex bead flow cytometry, Alexa488-MEK5; Alexa488-MEK5 binding to MEKK2 WT; actives lie on both sides; binding response (% of control), % at 10 µM; hit rate 1.1% among 290,000; AID 1531, 2009; in the data active means binding response below about 67% or above about 130%
# CRFR2-BP ag – agonists of CRF-BP/CRF-R2 complex, primary screen, cell-based, HEK293, calcium dye fluorescence, uHTS; calcium dye fluorescence (FLIPR); percent of saturating CRF peptide response; hit rate 0.46% among 350,000; CRF-binding protein / CRF receptor 2 complex (human); AID 588473, 2011; activation, % at 13.2 µM;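 active means activation of at least 50%, plus an integration ratio under a set limit after plate pattern correction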;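 further: plate controls were neutral control wells without compound for no effect and CRF at EC100 for full effect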
# CRFR2-BP antag – antagonists of CRF-BP/CRF-R2 complex, primary screen, cell-based, HEK293, calcium dye fluorescence, uHTS | AID 588475, 2011 | hit rate 0.59% among 350,000 | CRF-induced calcium fluorescence | inhibition, % at 11.8 µM;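 active means inhibition of the ligand-induced calcium signal above about 50% at the single tested concentration, limit read from the data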
# UBC9 SUMO inh – inhibitors of in vitro SUMOylation cascade, primary screen, biochemical, HTRF, uHTS | SUMO-conjugating enzyme UBC9 (Homo sapiens), P63279 | HTRF SUMOylation assay, SAE1/SAE2 + UBC9 | inhibition, % at 35 µM | hit rate 0.36% among 290,000; in the data active means inhibition above about 50%, passing the limit was not always enough; further: strong numbers were not always called active
# Target sequence (P63279 whole entry, looked up): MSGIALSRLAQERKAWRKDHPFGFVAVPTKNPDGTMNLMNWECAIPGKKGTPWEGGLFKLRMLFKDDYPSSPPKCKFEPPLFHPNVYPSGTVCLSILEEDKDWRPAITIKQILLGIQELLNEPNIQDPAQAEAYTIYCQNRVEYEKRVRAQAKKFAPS
# MEKK2 mut-MEK5 – MEK5 binding signal on mutant MEKK2 PB1, primary screen, biochemical, multiplex bead flow cytometry, Alexa488-MEK5 | percent response, % at 10 µM | Alexa488-MEK5 binding to MEKK2 mutant | hit rate 0.35% among 290,000; in the data active means percent response above about 24%, passing the limit was not always enough; further: inactives centre near 1; some results filed as inactive read as strong as hits
# GalR3 antag – GalR3 antagonists in HEK293 cells, primary screen, cell-based, fluorescence readout; Galanin receptor type 3 (Homo sapiens), O60755; HEK293 GalR3-CNG cAMP membrane potential fluorescence; galR3 body fused to GalR1 C-terminus; inhibition, % at 3 µM; hit rate 0.44% among 360,000; AID 651719, 2012;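 active means inhibition above the screen-wide average plus 3 SD, cut at about 13% in these data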;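 further: forskolin and galanin both at EC90 stimulate the cells; cAMP rise reported by CNG channel membrane potential dye signal; 0% = forskolin plus galanin with DMSO and 100% = forskolin alone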
# Target sequence (O60755 1-299 limits assumed): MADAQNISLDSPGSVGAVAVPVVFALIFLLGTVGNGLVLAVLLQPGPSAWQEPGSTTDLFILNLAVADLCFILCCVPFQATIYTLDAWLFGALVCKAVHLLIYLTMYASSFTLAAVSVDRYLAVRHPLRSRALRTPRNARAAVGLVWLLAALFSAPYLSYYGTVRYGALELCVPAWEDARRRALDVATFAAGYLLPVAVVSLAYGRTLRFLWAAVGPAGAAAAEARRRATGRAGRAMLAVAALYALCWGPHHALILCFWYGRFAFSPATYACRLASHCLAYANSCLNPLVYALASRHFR
# MEKK3 PB1 HTS – modulators of MEKK3-MEK5 PB1 binding, primary screen, biochemical, wildtype MEKK3, multiplex bead flow cytometry, Alexa488-MEK5; Mitogen-activated protein kinase kinase kinase 3 (Homo sapiens), Q99759; bead-based flow cytometry, Alexa488-MEK5 binding to MEKK3; actives lie on both sides; 0 = blocked by unlabeled MEK5, 100 = vehicle; binding response (% of control), % at 10 µM; hit rate 1.4% among 290,000; AID 1529, 2009;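 active means binding response more than 3 SD above or below the average of its plate-row segment, actives on both sides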;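 further: Alexa488 bead fluorescence after subtracting the streptavidin-only scavenger bead signal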
# Target sequence (Q99759 whole entry, looked up): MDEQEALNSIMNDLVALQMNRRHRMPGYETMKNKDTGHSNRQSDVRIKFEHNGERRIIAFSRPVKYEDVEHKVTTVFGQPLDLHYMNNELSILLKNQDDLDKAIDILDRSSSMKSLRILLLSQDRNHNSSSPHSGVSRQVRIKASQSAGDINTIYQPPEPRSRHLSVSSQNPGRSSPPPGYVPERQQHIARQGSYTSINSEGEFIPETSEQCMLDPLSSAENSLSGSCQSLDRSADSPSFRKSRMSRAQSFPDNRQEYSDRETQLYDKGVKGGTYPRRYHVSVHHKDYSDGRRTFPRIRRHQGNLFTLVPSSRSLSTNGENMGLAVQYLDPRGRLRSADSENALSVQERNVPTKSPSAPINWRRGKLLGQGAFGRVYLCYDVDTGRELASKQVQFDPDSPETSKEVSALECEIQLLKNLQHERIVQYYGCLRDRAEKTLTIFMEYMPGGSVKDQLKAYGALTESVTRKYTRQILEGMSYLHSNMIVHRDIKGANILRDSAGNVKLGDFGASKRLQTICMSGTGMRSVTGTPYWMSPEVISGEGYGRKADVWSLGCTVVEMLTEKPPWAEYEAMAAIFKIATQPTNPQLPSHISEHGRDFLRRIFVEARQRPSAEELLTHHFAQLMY
# NS3 helicase inh – inhibitors of HCV NS3 helicase, primary screen, biochemical, Cy5 molecular beacon fluorescence; NS3 helicase DNA unwinding; inhibition, % at 10.9 µM; hit rate 0.56% among 290,000;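 active means inhibition above the mean of all tested compounds plus 3 SD, set per campaign, cut at about 35% in these data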;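 further: 0% = DMSO wells and 100% = thioflavine S control wells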
#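 Control set: DMSO versus 110 µM thioflavine S; Material: NS3 helicase fragment of HCV; Measured by: Cy5 fluorescence at 0 and 60 min, beacon hairpin quenching; Read-out basis: percent inhibition from t60/t0 fluorescence ratio; Times: reaction time 60 min, 25 °C; Repeats: single replicate; Compound dosing: single dose, 10.9 µM nominal final, DMSO 0.8% final.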
# The depositor's hits bear a star; . = no result given. Only part of the results is shown, so the mix of outcomes need not match the whole.
# Each structure is followed by: MEKK2 WT-MEK5	NS3 helicase inh	MEKK3 PB1 HTS	MEKK2 mut-MEK5	UBC9 SUMO inh	DNA FID counter	GalR3 antag	CRFR2-BP antag	CRFR2-BP ag
- CC(C)Oc1ccc(C(=O)Nc2ccc(N3CCCCC3)cc2)cc1
    102.0	0.9	98.0	-2.0	13.0	-7.7	-4.7	-3.1	2.3
- CCOC(=O)C(=O)Nc1ccccc1C(=O)OC
    94.0	4.1	93.0	-8.0	14.8	1.8	-5.6	1.1	-0.1
- CCOC(=O)N1CCN(C(=O)c2ccc(OC(C)=O)cc2)CC1
    98.0	10.6	110.0	-8.0	7.7	-19.3	-3.7	-1.6	2.7
- C/C(=N\O)C(C)(C)Nc1cccc(Br)c1
    93.0	-7.4	87.0	-29.0	14.2	-0.7	-4.5	-5.0	-3.8
- CCOC(=O)N1CCN(CC(=O)c2ccc3c(c2)CCN3)CC1
    102.0	-2.3	108.0	14.0	15.9	-7.7	.	13.6	0.0
- C=CCN1C(=O)C(CC(=O)Nc2ccc(OCC)cc2)N(Cc2ccccn2)C1=S (centres undefined)
    96.0	1.6	100.0	-5.0	-16.9	-25.5	-6.6	-28.3	-2.0
- O=C(COc1ccc(F)cc1F)NNC(=O)Nc1cccc([N+](=O)[O-])c1
    98.0	8.0	99.0	1.0	7.1	2.4	1.0	-5.5	-1.6
- O=S(=O)(Cc1ncc(C(F)(F)F)cc1Cl)c1ccccc1
    106.0	-3.8	106.0	5.0	19.4	-8.9	-5.8	1.9	-0.1
- CCc1ccc(OCc2ccc(C(=O)OC)o2)cc1
    103.0	1.3	100.0	1.0	-22.1	-11.6	0.0	6.7	-2.3
- COc1ccc(S(=O)(=O)c2ccc(OC)c(OC)c2)cc1OC
    104.0	-0.5	105.0	5.0	-5.6	-1.1	-5.1	-4.3	-0.2
- COc1ccc(Cn2c(CCC(=O)Nc3ccc(CC#N)cc3)nc3cccnc32)cc1
    99.0	-2.3	102.0	1.0	-14.1	-15.9	-7.5	6.6	-3.4
- N#Cc1cccc(Cn2nnc(-c3ccccc3)n2)c1
    112.0	10.7	108.0	5.0	-1.8	-7.2	-6.5	-10.2	-0.3
- Cc1sc(N)nc1-c1c(C)n(C)c2ccccc12
    105.0	-9.1	101.0	6.0	-4.7	-8.9	-7.1	-6.1	-5.3
- O=C(O)Cn1ncn(-c2ccc(OC(F)(F)F)cc2)c1=O
    106.0	-6.9	109.0	-2.0	-0.1	0.3	-2.3	-5.4	-1.9
- CCN1C(C)=C(C)S/C1=C1\SC(=S)N(C2CCCCC2)C1=O
    83.0	-1.4	97.0	-8.0	-8.6	5.7	-5.9	-39.5	3.2
- CCN(CC)C(=O)c1sc(N)c(C#N)c1C
    100.0	-4.0	101.0	2.0	3.8	-1.3	-2.8	-5.3	1.7
- COC(=O)NC1(C(F)(F)F)C(=O)NC(C)=C1C(=O)OC (centres undefined)
    104.0	3.6	99.0	13.0	13.2	3.1	-1.6	-3.5	-0.7
- Cc1c(C)c2ccc(OS(C)(=O)=O)cc2oc1=O
    109.0	1.3	104.0	1.0	21.8	-0.2	-2.3	-7.6	0.2
- C[C@@H]1C(NC(=O)c2ccccc2)CC2CC1C2(C)C (some centres undefined)
    104.0	11.5	103.0	-2.0	-4.0	-32.2	-3.3	5.2	-1.2
- O=c1c2c3c(sc2ncn1/N=C/c1ccc(Br)o1)CCCC3
    108.0	0.6	111.0	8.0	-26.5	1.6	-6.2	-2.4	0.8
- O=c1cc(CN2CCN(c3cccc(Cl)c3)CC2)c2cc(O)c(-c3ccccc3)cc2o1
    76.0	3.5	99.0	-29.0	1.4	-0.2	-3.4	7.5	5.8
- COc1cccc(NC(=O)C2CCCN2C(=O)OCc2ccccc2)c1 (centres undefined)
    105.0	-5.0	106.0	3.0	13.5	-4.9	-5.0	-7.2	0.5
- CCOC(=O)Cc1csc(NC(=O)CC(C)(C)C)n1
    110.0	5.5	106.0	4.0	-15.7	-5.0	3.7	-0.8	7.0
- O=c1[nH]c2ccccc2nc1/C=C(\O)C(F)F
    109.0	-8.7	106.0	5.0	7.5	-1.2	0.6	-5.5	0.5
- COc1ccc(-n2nc(C(=O)NCC(=O)NCCc3ccc(OC)c(OC)c3)c3ccccc3c2=O)cc1
    105.0	-0.2	104.0	2.0	6.0	-37.2	5.3	-9.2	-1.1
- COC(=O)c1sccc1NC(=O)NC1CCCCC1
    98.0	-8.6	102.0	-5.0	3.0	-11.6	-7.0	1.4	-1.1
- COc1ccc(-c2nc(CN3CCC(C(=O)NC4CC4)CC3)c(C)o2)cc1OC
    107.0	1.0	102.0	7.0	7.9	-0.4	-4.1	1.2	-1.1
- CCc1ccc(/C=C2\SC(=S)N(CCC(=O)N3CCN(C)CC3)C2=O)cc1
    113.0	-28.2	92.0	19.0	7.7	9.2	-3.8	-14.0	0.4
- CCCCOC(=O)C1=C(C)Nc2ncnn2C1c1ccc(OCC)c(OC)c1 (centres undefined)
    100.0	3.3	105.0	5.0	4.7	-13.0	-3.9	5.2	-1.1
- Cc1n[nH]c(C)c1S(=O)(=O)N(CC(=O)N1CCc2ccccc21)c1ccc(C(C)C)cc1
    91.0	-7.7	102.0	2.0	39.1	-9.2	-2.9	11.3	-0.4
- Cc1cc(C)c(C)c(S(=O)(=O)NC(C(=O)O)C(C)C)c1C (centres undefined)
    92.0	4.5	104.0	-11.0	5.0	-16.2	3.5	5.6	-0.4
- CCN1CCN(c2ncnc3sc4c(c23)CCC(C)C4)CC1 (centres undefined)
    97.0	-12.6	100.0	-1.0	1.8	1.1	-8.5	-9.6	-1.3
- Cc1ccc(S(=O)(=O)NC(=O)NC(C)c2ccc(F)cc2)cc1 (centres undefined)
    105.0	-8.2	106.0	5.0	9.7	-9.4	-6.8	7.8	-0.2
- Cc1cc(C)cc(NC(=O)C2CCCN2S(=O)(=O)c2ccc3c(c2)C(C)(C)C(=O)N3C)c1 (centres undefined)
    93.0	-4.7	95.0	0.0	-2.3	-42.5	3.5	-2.7	-5.5
- CC(=O)N1CCN(C23CC4CC(CC(C4)C2)C3)CC1
    101.0	7.3	100.0	6.0	-2.1	-3.1	-3.7	-0.5	-0.2
- OCCC1CN(Cc2cccn2-c2ccccn2)CCN1C1CCCC1 (centres undefined)
    110.0	18.1	105.0	8.0	1.4	5.5	5.5	5.6	-1.1
- Cc1cc(C(=O)Nc2c(C)n(C)n(-c3ccccc3)c2=O)c(C)o1
    105.0	2.2	103.0	2.0	1.6	-1.2	-4.5	7.9	-1.8
- O=C(O)c1cccnc1Nc1ccc(Cl)cc1
    95.0	7.9	96.0	-4.0	12.9	-1.3	-2.3	-9.1	-1.5
- Cc1ccc(CCNC(=O)Cn2cccc2)cc1
    97.0	-10.7	100.0	0.0	-5.6	-8.0	-6.2	20.8	1.0
- CC(C)(C)OC(=O)N1CCC(NC(=O)c2[nH]cnc2C(=O)N[C@@H](Cc2ccccc2)C(=O)OCc2ccccc2)CC1
    91.0	-17.7	98.0	-9.0	-55.0	-33.3	-1.3	-4.8	1.3
- CCOCC(=O)Nc1c(C(=O)Nc2ccccc2OC)oc2ccccc12
    110.0	-2.0	108.0	7.0	24.1	-2.6	-5.3	5.1	1.4
- O=C(Nc1ccc(C(=O)N2CCCC2)cc1)c1cccc(C(F)(F)F)c1
    106.0	-9.6	102.0	8.0	11.6	-32.3	-4.0	0.5	-0.1
- CCC(Oc1ccccc1)C(=O)Nc1ccccc1N1CCCC1 (centres undefined)
    103.0	-8.6	102.0	2.0	-11.2	-22.1	-6.0	-6.8	1.0
- CC(=O)Nc1sc2c(c1C#N)CCC(C)C2 (centres undefined)
    100.0	5.3	95.0	-4.0	16.6	-5.0	-5.0	-1.2	-0.6
- COc1ccc(NC(=O)C2CCCN(S(=O)(=O)c3cccnc3)C2)c(OC)c1 (centres undefined)
    99.0	-4.3	100.0	-2.0	3.4	-5.4	3.0	-3.6	-1.4
- Cc1cc(C)nc(N2CCN(c3ccc(F)cc3)CC2)n1
    109.0	9.6	103.0	3.0	5.6	-14.8	-8.8	-1.1	-0.4
- COC(=O)C(NS(=O)(=O)c1ccc(C)cc1)c1ccccc1 (centres undefined)
    93.0	1.6	108.0	-10.0	-5.0	0.5	-4.0	-9.0	-0.8
- COc1ccc(OCCCC(=O)NCc2ccco2)cc1
    109.0	1.6	107.0	7.0	3.4	-8.2	-4.2	-12.2	-0.2
- Cc1ccc2nc(SCC(=O)Nc3ccc4sc(C)nc4c3)c(C#N)cc2c1
    98.0	-1.0	97.0	-3.0	-6.1	3.3	-4.0	2.6	-1.0
- O=[N+]([O-])c1ccc(Oc2ccc(S(=O)(=O)Nc3ccccc3)cc2)cc1
    99.0	-15.3	98.0	-1.0	-13.9	-3.6	.	-35.0	34.4
- CN1CCCCCC1=NC1=C(C#N)CCCC1
    102.0	-2.7	104.0	11.0	1.9	-2.6	-4.6	4.5	-0.2
- Cc1cccc(OCC(=O)N/N=C/C=C/c2ccco2)c1
    95.0	42.6*	95.0	0.0	26.4	-27.7	-2.5	-2.5	2.0
- CCc1c(O)cc2n(c1=O)-c1ccc(Cl)cc1C2(C)C
    91.0	13.2	83.0	-1.0	2.5	-8.9	-3.6	0.0	-1.1
- Nc1nc(-c2ccccc2)c(-c2ccccc2)o1
    96.0	6.2	98.0	-3.0	11.7	-0.6	3.2	4.8	-0.4
- CCOC(=O)C1(CCOc2ccccc2)CCN(Cc2ccc(OC)cc2)CC1
    115.0	-30.5	103.0	9.0	.	14.7	-5.6	-14.2	3.7
- O=C(COC(=O)c1ccco1)NC1CCCC1
    92.0	-2.3	97.0	-5.0	-3.3	-8.2	-7.6	-4.9	-0.1
- CCN=C1SC(C(=O)Nc2cccc(Cl)c2)CC(=O)N1CC (centres undefined)
    87.0	-4.2	90.0	-10.0	10.1	-7.2	-8.8	0.7	0.0

# Part of the list above, with each value named.
SMILES: COc1ccc(NC(=O)C2CCCN(S(=O)(=O)c3cccnc3)C2)c(OC)c1 (centres undefined)
- MEKK2 WT-MEK5 = 99.0
- NS3 helicase inh = -4.3
- MEKK3 PB1 HTS = 100.0
- MEKK2 mut-MEK5 = -2.0
- UBC9 SUMO inh = 3.4
- DNA FID counter = -5.4
- GalR3 antag = 3.0
- CRFR2-BP antag = -3.6
- CRFR2-BP ag = -1.4
SMILES: Cc1ccc2nc(SCC(=O)Nc3ccc4sc(C)nc4c3)c(C#N)cc2c1
- MEKK2 WT-MEK5 = 98.0
- NS3 helicase inh = -1.0
- MEKK3 PB1 HTS = 97.0
- MEKK2 mut-MEK5 = -3.0
- UBC9 SUMO inh = -6.1
- DNA FID counter = 3.3
- GalR3 antag = -4.0
- CRFR2-BP antag = 2.6
- CRFR2-BP ag = -1.0
SMILES: CN1CCCCCC1=NC1=C(C#N)CCCC1
- MEKK2 WT-MEK5 = 102.0
- NS3 helicase inh = -2.7
- MEKK3 PB1 HTS = 104.0
- MEKK2 mut-MEK5 = 11.0
- UBC9 SUMO inh = 1.9
- DNA FID counter = -2.6
- GalR3 antag = -4.6
- CRFR2-BP antag = 4.5
- CRFR2-BP ag = -0.2
